RAD54 branch = inhibitors of human RAD54 branch migration; RAD54 Holliday junction branch migration, FAM/BHQ fluorescence; inhibition, % at 10.4 µM; 0.14% of 360,000 active;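 active = mean normalized replicate activity at least 40 and at least half of replicates scoring 40 or more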;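 note: 0% = median of neutral control wells and 100% = median of positive control wells; inhibitors cause a drop in the FAM fluorescence signal; in these data hits start at about 50%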
Target sequence (Q92698 whole entry, looked up): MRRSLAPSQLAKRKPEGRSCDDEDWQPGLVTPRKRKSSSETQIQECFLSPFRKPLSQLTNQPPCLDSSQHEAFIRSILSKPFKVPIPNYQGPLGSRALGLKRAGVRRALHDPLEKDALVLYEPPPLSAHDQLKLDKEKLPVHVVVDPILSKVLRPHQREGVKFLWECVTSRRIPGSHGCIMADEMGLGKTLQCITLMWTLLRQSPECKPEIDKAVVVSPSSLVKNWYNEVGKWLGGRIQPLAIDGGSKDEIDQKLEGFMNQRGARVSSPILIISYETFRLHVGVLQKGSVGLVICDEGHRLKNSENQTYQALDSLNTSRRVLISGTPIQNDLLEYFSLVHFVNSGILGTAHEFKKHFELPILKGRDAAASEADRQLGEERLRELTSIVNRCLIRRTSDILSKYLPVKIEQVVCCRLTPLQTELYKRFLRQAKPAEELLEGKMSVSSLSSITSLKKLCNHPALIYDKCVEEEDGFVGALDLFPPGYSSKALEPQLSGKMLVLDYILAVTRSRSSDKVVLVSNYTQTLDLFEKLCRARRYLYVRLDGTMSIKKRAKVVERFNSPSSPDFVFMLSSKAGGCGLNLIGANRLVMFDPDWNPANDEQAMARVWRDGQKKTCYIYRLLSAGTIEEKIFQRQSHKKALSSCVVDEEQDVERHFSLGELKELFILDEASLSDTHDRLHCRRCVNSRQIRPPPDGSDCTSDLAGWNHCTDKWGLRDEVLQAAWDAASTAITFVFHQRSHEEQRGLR
* hit, by the source's call. These rows are one share of the data. The share of hits here may be higher or lower than overall.

SMILES | RAD54 branch
CCOC(=O)c1cc2oc(C(c3nnnn3C3CCCCC3)N3CCOCC3)cc2[nH]1 (configuration not stated) | -8.1
CCn1c(=O)c2cc(S(=O)(=O)NC3CCCCC3)ccc2n(CC)c1=O | 1.8
c1ccc(CNc2nc(NCc3ccccc3)c3ccccc3n2)cc1 | -7.8
COc1ccc(Br)cc1S(=O)(=O)N1CCN=C1C | 2.8
CCOc1ccccc1NC(=O)c1cnc2n(c1=O)CCS2 | -10.0
CCc1ccc(N2C(=O)c3sc4nnc(-c5ccccc5)c(=O)n4c3C2=O)cc1 | -5.8
Cc1cc(NC(=O)CN2C(=O)CC(c3ccco3)Sc3ccccc32)no1 (configuration not stated) | -5.5
O=c1[nH]c2cc3c(cc2cc1CN(CCO)S(=O)(=O)c1ccccc1Cl)OCCO3 | 11.1
CC1CCN(S(=O)(=O)c2ccc(S(=O)(=O)NCC(=O)C(C)(C)C)cc2)CC1 | 14.7
C(=N\C(/N=C/c1ccco1)c1ccco1)/c1ccco1 | -5.0
Cc1ccc(Nc2cc(-n3nc(C)cc3C)ncn2)cc1 | -0.2
O=C(/C=C/c1cccc(Cl)c1)NCc1cccs1 | 4.0
CN1c2ccccc2-c2nc3ccccc3n2C1c1ccco1 (configuration not stated) | -8.9
CCCCC(=O)NC(=S)NNC(=O)CC#N | -2.4
COc1ccc(-c2cccc(NC(=O)COc3ccc(Cl)cc3)c2)nn1 | -4.3
COc1ccc(N(CC(=O)NC2CCCCC2)C(=O)CCCC(=O)Nc2ccccn2)c(OC)c1 | -0.4
O=[N+]([O-])c1ccc2c(c1)oc1ccccc12 | -7.4
O=S(=O)(c1ccc2c(c1)nc1n2CCC1)N1CCOCC1 | -13.3
CCC(=O)N1c2ccc(C)cc2C2=NNC(=S)NC21O (configuration not stated) | 3.0
Cc1oc(-c2cccc(Cl)c2)nc1CN1CCC(C(=O)NCc2cccnc2)CC1 | 3.8
CC(=O)c1cccc(NC(=O)CCC2CCCC2)c1 | -4.9
FC(F)(F)c1cc(-c2ccc3c(c2)OCO3)nc(NCc2ccco2)n1 | 7.0
Cc1ccc(C2(c3ccc(C)cc3)CC2C(=O)Nc2ccc([N+](=O)[O-])cc2O)cc1 (configuration not stated) | 6.3
CCOc1ccc(C2C(C(=O)c3ccco3)=C(O)C(=O)N2CCCn2ccnc2)cc1 (configuration not stated) | -9.2
CSCCOC(=O)C1=C(C)Nc2ccc(C)cc2S1 | 1.6
O=C(COC(=O)c1ccccc1Nc1ccc(SC(F)F)cc1)NCc1ccco1 | 3.1
COC(=O)CSC1=C(C#N)C(c2ccc3c(c2)OCO3)C2=C(CCCC2=O)N1 (configuration not stated) | 5.6
COc1ccc(S(=O)(=O)NCC(=O)N(CC(=O)NCC2CCCO2)c2ccccc2C)cc1 (configuration not stated) | -2.9
O=C(NC1CCCCC1)C(c1cccs1)N(C(=O)c1ccco1)c1ccc2c(c1)OCCO2 (configuration not stated) | -3.3
CCCc1cc(N2CCN(C(=O)c3ccco3)CC2)n2c(nc3ccccc32)c1C#N | 1.0

Compounds from the list above containing an NH in an aromatic ring (two):
SMILES | RAD54 branch
CCOC(=O)c1cc2oc(C(c3nnnn3C3CCCCC3)N3CCOCC3)cc2[nH]1 (configuration not stated) | -8.1
O=c1[nH]c2cc3c(cc2cc1CN(CCO)S(=O)(=O)c1ccccc1Cl)OCCO3 | 11.1

3 of the compounds above, with each value named.
> CCc1ccc(N2C(=O)c3sc4nnc(-c5ccccc5)c(=O)n4c3C2=O)cc1
  RAD54 branch = -5.8
> Cc1cc(NC(=O)CN2C(=O)CC(c3ccco3)Sc3ccccc32)no1 (configuration not stated)
  RAD54 branch = -5.5
> O=c1[nH]c2cc3c(cc2cc1CN(CCO)S(=O)(=O)c1ccccc1Cl)OCCO3
  RAD54 branch = 11.1

Other records:
SMILES | RAD54 branch
CCc1c(C)[nH]c2c(C)cccc2c1=O | -4.2
O=C1C(C2=NC(C(=O)O)C3C(=O)N(c4ccccc4)C(=O)C23)=C(O)c2ccccc21 (configuration not stated) | -1.7
CCOc1ccc(S(=O)(=O)Nc2cccc(C(=O)N3CCN(c4ccc(OC)cc4)CC3)c2)cc1 | -3.4
CN(C(=O)CSc1nnc2ccccn12)C1CCS(=O)(=O)C1 (configuration not stated) | -0.3
CCOc1ccc(NC(=O)c2cnccn2)cc1 | 1.0
CC(C)(Oc1ccc(Cl)cc1)C(=O)N/N=C/c1cn[nH]c1-c1ccccc1 | -16.5
COc1ccc(-c2nc(N)nc(C)c2Oc2ccccc2Br)c(O)c1 | -7.2
COc1ccc(-c2noc(CN3CCN(c4ccccc4F)CC3)n2)cc1OC | -1.6
CN(/N=C/c1c[nH]c2ccccc12)c1cnn(-c2ccc(F)c(Cl)c2)c(=O)c1Cl | 7.2
O=S(=O)(c1ccc(Oc2ccc(Cl)cc2)c(S(=O)(=O)N2CCCCC2)c1)N1CCCCC1 | 0.3
Cc1occc1C(=O)N1CCN(c2ncccn2)CC1 | -3.0
Cc1cccc(N(CC(=O)NCC2CCCO2)C(=O)CCC(=O)Nc2cc(C)on2)c1 (configuration not stated) | -8.7
COCOc1ccc(/C=C/C(=O)c2c(O)cc(OCOC)cc2OCOC)cc1 | 1.6
CCc1nnc(SCC(=O)Nc2ccc(N3CCOCC3)cc2)o1 | 0.9
COc1ccc(S(=O)(=O)Nc2c(C)n(C)n(-c3ccccc3)c2=O)cc1 | -4.7
Cc1ccc(NC(=S)NC(=O)c2ccc(-c3ccccc3)cc2)c(C)c1 | 1.6
O=C1CC(C(=O)Nc2ccccc2C(=O)O)C(c2ccccc2)O1 (configuration not stated) | -4.0
CCN(CC(=O)Nc1ccc(N2CCOCC2)cc1)Cc1nc2ccccc2c(=O)[nH]1 | 5.6
O=C(c1ccc(NC(=O)C2(c3ccccc3)CCOCC2)cc1)N1CCOCC1 | -3.3
C=CCn1c(CCCNC(=O)CCC)nc2ccccc21 | -2.0
COc1ccc(C2CC(=O)C(C=NCCN3CCOCC3)=C(O)C2)cc1 (configuration not stated) | -5.0
CCOc1ccc(OCCOCCn2ccnc2)cc1 | 5.1
COc1ccc(Cl)cc1NC(=O)N1CCN(S(C)(=O)=O)CC1 | 4.6
O=C(Nc1ccc2c(c1)OCCO2)c1ccccc1F | 2.4
O=C1CSC(=O)N1CCOCCN1C(=O)CSC1=O | -7.6
CC(=O)Nc1ccc(NC(=O)CCn2c(=O)oc3ccccc32)cc1 | 5.8
CCN(CC)c1ccc(C=Nc2ccc(C)cc2)c(O)c1 | -9.5
COc1ccccc1NC(=O)Cn1c(=O)sc2ccccc21 | 7.2
O=C(c1ccc(-n2cnnn2)cc1)N1CCCCC1 | 0.9
CCSc1nc(O)c(Cc2ccccc2)c(=O)[nH]1 | -2.3
COc1cccc(C(=O)CN(C(=O)c2ccc(Cl)c(Cl)c2)N2C(=O)C3CCCCC3C2=O)c1 (configuration not stated) | 0.5
O=C(CCN1CCCCCC1)Nc1cccc(F)c1 | 6.6
COc1ccccc1CNC(=O)C(C)NS(=O)(=O)c1ccccc1 (configuration not stated) | -2.5
O=C(C1CCN(S(=O)(=O)c2ccc(F)cc2)CC1)N1CC=C(c2ccccc2)CC1 | 3.5
CCOC(=O)c1nc(Nc2ccc(C(=O)OC)cc2)c2ccccc2n1 | -2.2
CC(C)(C)NC(=O)C(c1ccccc1)N(C(=O)c1ccco1)C1CC1 (configuration not stated) | 3.5
CC(C)CC(C(=O)OCC(=O)Nc1ncc(Cl)cc1Cl)N1C(=O)c2ccccc2C1=O (configuration not stated) | -6.2
COC(=O)c1ccc(OC(=O)c2nn(C)cc2Cl)c(OC)c1 | 4.0
Cn1c(SCc2cnc(-c3ccccc3)s2)nnc1C1COc2ccccc2O1 (configuration not stated) | -6.6
COc1cc(NC(=O)c2ccco2)c(OC)cc1NC(=O)CCC(=O)Nc1cc(C)cc(C)c1 | -3.4
CCc1ccccc1NC(=O)CSc1nnc([C@@H](NC(=O)OC(C)(C)C)C(C)C)o1 | -6.7
COc1cccc(NC(=O)c2ccccc2-c2nc(-c3ccc(Cl)cc3)no2)c1 | 0.1
COc1cccc(C2c3c(oc4cc(C)c(C)cc4c3=O)C(=O)N2CCCN(C)C)c1 (configuration not stated) | 17.9
CC(C)OC(=S)N/C(=N\S(=O)(=O)c1ccccc1)c1ccccc1 | -11.1
CCc1cc2c(C)cc(=O)oc2cc1OC(=O)C1CCCN1C(=O)OC(C)(C)C (configuration not stated) | -6.6
CCCCCCc1nc(C(N)=O)c2[nH]c(=O)n(-c3ccccc3F)c2n1 | 1.2
CCCCCOc1ccc2oc(=O)c3c(c2c1)CCCN3C(=O)CN1CCCC(C(=O)OCC)C1 (configuration not stated) | -0.3
CCOc1cc(OCC)cc(C(=O)O)c1 | -1.5
CCOC(=O)Nc1cc(C(=O)OC)cc(C(=O)OC)c1 | -3.4
O=C(c1cccnc1)N1CCN(c2c(Cl)cccc2[N+](=O)[O-])CC1 | -0.6
Oc1ccccc1N=Cc1ccc[nH]1 | 9.4
CCOC(=O)c1ccc(NC(=O)CCNS(=O)(=O)c2ccc3c(c2)oc(=O)n3C)cc1 | -10.9
COc1ccccc1-c1nc2n(n1)C(c1cccs1)C(C(=O)Nc1cccnc1)=C(C)N2 (configuration not stated) | -5.3
C=CCn1c(SCC(=O)NC(=O)NCC(C)C)nnc1C1CCCCC1 | -8.5
CCCCNC(=O)c1ccc(NC(=O)C2CCCO2)cc1 (configuration not stated) | -7.8
O=C(/C=C\Nc1ccccn1)c1ccc(Cl)cc1 | 3.5
C=CCN1N=C(c2ccc(Cl)s2)CSC1=O | -2.5
CC(C)Sc1nc(-c2ccccc2)cc(=O)[nH]1 | 10.6
Cc1ccc(C)c(NC(=O)C2CCC(C)(C(=O)O)C2(C)C)c1 (configuration not stated) | -1.8
CSC1=N/C(=C\c2cccc(F)c2)C(=O)S1 | 0.1

Additional results
SMILES | RAD54 branch
CCCc1c(O)c2ccccc2[nH]c1=O | 4.0
C=CCn1c(SCCC(=O)O)nnc1-c1cccs1 | -4.7
Cc1cc(C(=O)CSc2nnc(N)s2)c(C)n1CCc1ccc(F)cc1 | -14.5
Cc1cccc(-n2c(N)cc(=O)nc2SCC(=O)Nc2cc(C)on2)c1 | -4.0
COCCn1c(SCC(=O)c2ccc(Cl)cc2)nnc1C(C)C | 2.1
O=C(NCCCN1CCN(Cc2ccccc2)CC1)C1CCN(c2nnc(-n3cccc3)s2)CC1 | -14.1
COC(=O)c1ccc(CN(c2ccccc2OC)S(=O)(=O)c2cccs2)o1 | 5.8
CCNc1nc(NC(C)(C)C)nc(N(CC)n2cnnc2)n1 | -2.2
c1cncc(-c2nn3c(Cn4cnc5ccccc54)nnc3s2)c1 | -8.7
O=C(NCCc1ccc(Cl)cc1)C1CCN(S(=O)(=O)c2cccs2)CC1 | 0.7
CCC1CCCCN1C(=O)CSc1nnc(-c2cccs2)o1 (configuration not stated) | 2.2
COc1nc(Nc2ccc(O)cc2)nc(OC(C(F)(F)F)C(F)(F)F)n1 | -0.4
O=C(COC(=O)c1c[nH]c(=O)[nH]c1=O)NCc1ccccc1 | -1.0
O=C(CSc1nnc(-c2cccnc2)n1Cc1ccco1)N1CCc2ccccc21 | -6.4
CCC(C)Oc1cccc(C(=O)Nc2ccccc2N2CCOCC2)c1 (configuration not stated) | 13.1
O=C(O)C1CC=CCC1C(=O)N1CCN(c2nc(-c3ccccc3Cl)c3cc(Br)ccc3n2)CC1 (configuration not stated) | -13.4
CC(=O)Cn1cnc2sc(-c3ccccc3)cc2c1=O | 14.1
CC(Cc1ccccc1)NC(=O)CSc1nc2nc3c(cc2c(=O)n1-c1ccccc1)COC(C)(C)C3 (configuration not stated) | 6.9
CC(C)(C)c1cc(C(F)(F)F)nc(SCCCNC(=O)c2ccco2)n1 | -8.4
CCOC(=O)c1nnn(-c2ccc(OC)cc2)c1N | 5.1
CCCc1nnc(NC(=O)CSc2ncn[nH]2)s1 | -2.4
CC(C)(C)NC(=O)C1CC(=O)OC12CCCCC2 (configuration not stated) | -7.6
Cc1cc2c(c(=O)o1)C(CC(C)C)C(C#N)=C(N)O2 (configuration not stated) | -4.0
CCC1(C)Cc2c(sc3[nH]c(=O)[nH]c(=O)c23)CS1 (configuration not stated) | -15.6
O=C1c2ccccc2C(=O)N1Cc1nc2ccccc2c(=O)n1CCCN1CCOCC1 | 3.4
Cc1ccc(C)c(N(C(=O)Cn2nnc3ccccc32)C(C(=O)NC(C)(C)C)c2ccsc2)c1 (configuration not stated) | -4.9
CCOC(=O)C1CCN(Cc2cnc(Oc3ccc(OC)cc3)s2)CC1 | -7.7
CCC(C)(C)NC(=O)CN(Cc1cccs1)C(=O)CNS(=O)(=O)c1ccc(C)cc1 | 1.2
COc1ccccc1-c1cc(C(F)(F)F)nc(S(C)(=O)=O)n1 | -3.6
COC(=O)c1c(C#N)c(N)nc2c1CCCC2 | 4.9
Cn1c(=NC(=O)CSCC(=O)N2CCOCC2)sc2ccccc21 | 0.9
O=c1cc(O)c(-c2cccc(Cl)c2)c(Cl)[nH]1 | 3.4
CC(C)CCOCC(=O)Oc1ccccc1C(=O)O | -10.6
CCOc1ccccc1-c1nc(SCC(=O)O)n[nH]1 | 3.9
CC(C)CCNC(=O)CSc1nc2ccccc2c(=O)[nH]1 | 2.4
C(=N\Nc1nc(-c2ccccc2)cs1)/c1cccs1 | 12.5
COc1ccc(O)c(C2=Nc3ccccc3N=C(c3ccco3)C2)c1 | -9.6
O=C(CC1C(=O)NCCN1C(=O)c1ccc(F)cc1)OCc1ccccc1 (configuration not stated) | 0.9
COc1ccc(CCNS(=O)(=O)c2cccs2)cc1 | 2.0
O=C1CC(c2cccc(Cl)c2)CC(O)=C1C=NCCCO (configuration not stated) | -6.1
CCCCSc1ncc(C(=O)OCC)c(N)n1 | -1.9
